Screens: PubChem BioAssay, The Scripps Research Institute Molecular Screening Center
MITF inh: MITF inhibitors, primary screen, biochemical, AlphaScreen, human. AlphaScreen MITF homodimerization, bead proximity signal. inhibition, % at 2.6 µM. 650,000 tested, 0.91% active. AID 1259374, 2018; in the data active = inhibition above about 50%;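 also: 0% = vehicle wells with protein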
Target sequence (O75030 whole entry, looked up): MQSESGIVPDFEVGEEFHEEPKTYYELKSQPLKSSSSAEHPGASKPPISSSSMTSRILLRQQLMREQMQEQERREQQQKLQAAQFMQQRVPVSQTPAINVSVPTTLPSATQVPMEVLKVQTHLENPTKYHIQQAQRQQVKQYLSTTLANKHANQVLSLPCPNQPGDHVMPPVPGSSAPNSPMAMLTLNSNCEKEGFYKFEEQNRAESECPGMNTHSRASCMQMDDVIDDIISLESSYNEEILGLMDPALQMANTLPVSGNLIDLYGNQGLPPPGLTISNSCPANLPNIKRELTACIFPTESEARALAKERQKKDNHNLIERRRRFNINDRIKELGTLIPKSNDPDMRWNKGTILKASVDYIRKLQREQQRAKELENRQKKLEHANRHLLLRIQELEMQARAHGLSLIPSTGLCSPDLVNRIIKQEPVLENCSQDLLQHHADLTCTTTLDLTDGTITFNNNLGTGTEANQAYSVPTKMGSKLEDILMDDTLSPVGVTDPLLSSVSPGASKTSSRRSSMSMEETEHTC
TEAD-YAP block: TEAD-YAP interaction inhibition, primary screen, TEAD-YAP interaction inhibitor project, luminescence, HEK-TIYL cells. TEAD-Gal4/YAP UAS-luciferase luminescence. inhibition, % at 9.12 µM. 640,000 tested, 1.4% active. AID 1259422, 2018; in the data active = inhibition above about 32%;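 also: 0% = median of test compound wells and 100% = reference inhibitor wells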
FBW7 act: FBW7 E3 ligase activators, primary screen, biochemical, AlphaScreen, human; F-box/WD repeat-containing protein 7 (Homo sapiens), Q969H0; AlphaScreen FBW7–phospho-cyclin E peptide binding, activator screen; normalized activity (activation), % at 26.1 µM; 650,000 tested, 0.13% active; AID 1259310, 2017; in the data active = normalized activity above about 1.9%;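 also: purified mutant Fbw7 with reduced substrate affinity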
GPR151 ag: activators of human GPR151, primary screen, cell-based, PathHunter beta-arrestin, luminescence; PathHunter beta-arrestin GPR151 cells; activation, % at 11.2 µM; 650,000 tested, 1% active; G-protein coupled receptor 151 (Homo sapiens), Q8TDV0; in the data active = activation above about 4.9%;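 also: 0% = median of compound wells and 100% = cells with positive control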
Target sequence (Q8TDV0 whole entry, looked up): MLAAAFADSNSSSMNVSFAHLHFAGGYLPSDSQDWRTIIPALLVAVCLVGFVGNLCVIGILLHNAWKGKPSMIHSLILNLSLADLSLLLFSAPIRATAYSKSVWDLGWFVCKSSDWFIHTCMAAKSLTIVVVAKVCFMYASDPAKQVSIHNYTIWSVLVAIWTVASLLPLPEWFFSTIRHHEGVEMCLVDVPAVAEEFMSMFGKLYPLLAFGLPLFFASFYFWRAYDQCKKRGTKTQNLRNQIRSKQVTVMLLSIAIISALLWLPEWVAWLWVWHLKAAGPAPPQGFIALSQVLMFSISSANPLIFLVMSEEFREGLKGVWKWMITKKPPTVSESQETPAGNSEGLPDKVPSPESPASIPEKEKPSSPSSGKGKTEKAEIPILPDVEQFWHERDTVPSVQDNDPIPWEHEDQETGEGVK
* marks the source's active call; other numbers are inactive results; . = not tested or not shown; & = joins results of further samples. Rows were taken by chance; any-hit rate near 3.4%.

SMILES	MITF inh	TEAD-YAP block	FBW7 act	GPR151 ag
Cc1ccc(-c2nc(C=Nc3cc([N+](=O)[O-])ccc3C)c(O)o2)cc1	13.7	9.0	-0.1	2.9
Cc1ccc(N2C(=O)c3cccc4c(N5CCOCC5)ccc(c34)C2=O)cc1	5.8	6.2	0.1	1.2
Cc1cccc(NC(=S)N(CCCN2CCCCCC2)Cc2cccs2)c1	-1.0	5.6	-0.1	0.7
CCc1ccccc1NC(=O)CCc1c(C)nc2ncnn2c1C	-4.1	8.1	0.1	1.9
CC(C)Oc1ccc(/C=C2/NC(=O)N(c3ccccc3)C2=O)cc1Br	-1.9	-9.0	-0.1	1.2
CC#CC(=O)N1CCC(Cc2cccc(F)c2)(C(=O)OCC)CC1	6.5	-24.5	0.5	1.2
COc1ccc(-c2cc(NC3CCN(Cc4ccccc4)CC3)nc(N)n2)cn1	2.2	-4.2	0.1	-1.9
Cc1ccc(-c2ccc3nnc(SCC(N)=O)n3n2)cc1	-3.4	-4.2	-0.2	1.3
Cc1nc2c(c(=O)[nH]1)CCN(C(=O)c1c(C)nn(Cc3ccccc3)c1C)C2	-0.9	0.9	0.0	-0.8
O=C(CN1CCN(C/C=C/c2ccccc2)CC1)Nc1ccccc1Br	6.3	2.4	0.4	3.4
Clc1ccc(-n2ncc3c(Nc4ccc(Oc5ccccc5)cc4)ncnc32)cc1	8.2	-5.9	-0.2	0.0
CN(Cc1ccccc1)C(=O)Cn1cnc2c1c(=O)n(C)c(=O)n2C	11.9	3.2	0.1	-0.7
COc1ccc(-c2ocnc2C(=O)NC(C)CCc2ccccc2)cc1 (configuration not stated)	12.0	-5.4	0.1	-0.9
COc1cccc(NC(=O)CN2C(=O)c3cccnc3Oc3ccc(Cl)cc32)c1	-1.5	1.6	0.0	-1.6
COc1ccc(NC(=O)c2cc3c(CO)cnc(C)c3oc2=N)cc1	-0.6	4.9	0.0	-1.3
CCCCN1C(=O)CCC1CCNCc1cccc(C)c1 (configuration not stated)	-3.2	-6.9	0.2	1.8
CCOC(=O)CCCCN(Cc1ccc(F)cc1)S(=O)(=O)c1ccc(F)c(C)c1	-15.7	6.7	1.3	-1.3
CN1C2CCC1CC(NC(=O)c1ccc(Cl)cc1)C2 (configuration not stated)	-11.0	2.3	-0.2	-0.5
Cc1nc2ccc(NS(=O)(=O)c3ccc(C(C)C)cc3)cc2s1	6.3	32.0*	0.1	2.0
COc1ccccc1NS(=O)(=O)c1ccc(Br)cc1	20.2	-0.5	0.2	1.0
Cc1ccc(C(=O)N2N=C(C(F)(F)F)CC2(O)C(C)(C)C)cc1 (configuration not stated)	13.1	8.2	1.8	3.0
Cc1ccccc1C(=O)Nc1ccc2oc(-c3ccccc3)nc2c1	-9.3	-45.0	-0.2	-0.5
CC(C)N(CCNc1nc(Nc2cnccn2)nc2c1ncn2CCN1CCCC1=O)C(C)C	2.5	1.5	-0.2	-1.0
COc1cc(NC(=O)Cc2cn(-c3ccc(Nc4ccc5ncccc5c4)nn3)c3ccccc23)cc(OC)c1OC	25.9	0.1	0.2	-0.6

Among those listed so far, 3 contain a Cl atom.
SMILES	MITF inh	TEAD-YAP block	FBW7 act	GPR151 ag
Clc1ccc(-n2ncc3c(Nc4ccc(Oc5ccccc5)cc4)ncnc32)cc1	8.2	-5.9	-0.2	0.0
COc1cccc(NC(=O)CN2C(=O)c3cccnc3Oc3ccc(Cl)cc32)c1	-1.5	1.6	0.0	-1.6
CN1C2CCC1CC(NC(=O)c1ccc(Cl)cc1)C2 (configuration not stated)	-11.0	2.3	-0.2	-0.5

Remaining list, next part:
SMILES	MITF inh	TEAD-YAP block	FBW7 act	GPR151 ag
CCOc1nc(NCCO)nc(Nc2ccc(OC)cc2)n1	-6.2	-3.4	-0.3	0.5
CN(c1ccc(C(=O)N2CCC(C(N)=O)CC2)cc1)S(=O)(=O)c1ccc(Cl)cc1	-3.2	4.0	0.1	2.3
O=C(O)CCCCNS(=O)(=O)c1ccccc1	14.9	-0.1	0.1	0.1
CCCCC[C@H](O)/C=C/[C@H]1CC[C@@H](O)[C@@H]1CCCCCCC(=O)O	2.0	.	.	0.9
Nc1nc(SCC(=O)Nc2ccc(Br)cc2F)n[nH]1	15.7	-2.9	0.1	0.7
O=C(NCc1ccc2c(c1)OCO2)c1cc(-n2cnnc2)ccc1Cl	1.4	2.1	-0.2	0.0
CCOC(=O)c1c(NC(=O)CSc2nnc(CNC(=O)c3c(F)cccc3Cl)n2-c2ccc(F)cc2)sc2c1CCC2	9.6	-0.8	0.1	1.8
Cc1cc2ccccc2n1CCNC(=O)C1CCCCC1	10.1	10.4	-0.2	0.0
CC(C)(C)C(=O)N1CC(=O)Nc2ccc(Cl)cc2C1c1ccccc1 (configuration not stated)	5.2	1.4	-0.2	0.1
O=c1[nH]n(Cc2ccccc2)c(=O)c2ccccc12	2.0	-17.0	0.2	-0.7
CC(C)CNC(=O)c1cc2nc(-c3ccco3)cc(C(F)(F)F)n2n1	-0.9	7.4	-0.1	-0.2
COc1ccccc1C1N=C(c2ccc(C)cc2)CC(c2cc(Br)ccc2O)N1 (configuration not stated)	4.5	9.2	-0.2	1.4
CCOc1ccc(C2=Nn3c(nnc3C(F)(F)F)SC2)cc1	-2.9	-3.4	-0.2	0.5
COc1ccc(CC(=O)Nc2cc(OC)c(Cl)cc2OC)cc1	-5.0	-7.4	-0.3	0.3
CCC(=O)N1N=C(c2ccccc2)CC1c1cc2cc(OC)ccc2nc1Cl (configuration not stated)	3.2	7.7	-0.1	-0.8
COc1ccc2[nH]c(C)c(CCNC(=O)c3ccc(OC)c(OC)c3)c2c1	-4.8	-3.6	-0.2	0.1
Clc1cccc(-c2nccnc2NCC2CC2)c1	22.9	9.3	0.7	-0.6
CC(C)CNC(=O)COc1ccc(Oc2ccccc2)cc1	6.9	-0.9	0.1	0.8
Cc1onc(-c2ccccc2Cl)c1C(=O)Nc1ccc(F)cc1	3.4	-4.0	-0.1	1.1
CCOC(=O)c1c(NC(=O)c2ccccc2)sc(C(C)=O)c1C	8.2	-2.6	0.0	4.8
Cc1cc(C)nc(N2CCC(C(=O)Nc3ccc(C)c(C)c3)CC2)n1	14.6	-3.9	-0.1	0.6
COc1ccc(NC(=O)C(=O)NCc2ccc3c(c2)OCO3)cc1OC	7.8	1.4	0.2	-0.2
O=C(Cn1cnc2c(nnn2Cc2ccc(F)cc2)c1=O)OCc1ccccc1	16.8	4.1	0.9	-0.2
N#CCCn1cc(/C=C/C(=O)Oc2cccc(-n3cnnn3)c2)c2ccccc21	4.5	-0.2	0.0	0.0
O=C(NCc1ccc(F)cc1)c1nc2c(nnn2Cc2cccs2)c(=O)[nH]1	-3.0	-5.6	-0.1	0.8
CC(C)=C1C2C=CC1C(C(=O)NCc1cccnc1)C2C(=O)O (configuration not stated)	4.5	-6.5	0.1	-1.3
NC(=O)C1CCN(C2CCN(C(=O)c3ccc(Cn4nnc5ccccc5c4=O)cc3)CC2)CC1	-2.4	4.9	0.0	-0.1
CCOC(=O)C1CCCN(c2c(NCCc3ccc(C)cc3)c(=O)c2=O)C1 (configuration not stated)	7.7	-7.2	1.0	-0.1
CCOC(=O)c1ccc(CNS(=O)(=O)c2c(C)cc(C)cc2C)o1	3.3	2.1	0.6	-0.1
O=C1Cc2ccccc2C(c2cccc(Cl)c2)N1 (configuration not stated)	12.2	7.3	0.0	1.0
CCOC(=O)C(CCCOc1ccccc1Cl)C(=O)OCC	3.6	6.5	0.3	1.0
CCOC(=O)c1[nH]ncc1[C@@H]1C[C@H]2CN(Cc3cccc(Cl)c3)C(=O)[C@]23CCCN13	0.9	8.5	0.1	-0.4
CN(C)C(=S)SCC(=O)Nc1ccccc1O	1.4	-4.3	-0.1	-1.0
COc1ccc(S(=O)(=O)Nc2ccc(O)c(C)c2)cc1	-3.1	-12.3	-0.1	0.1
CN(Cc1cccs1)S(=O)(=O)c1ccc(F)c(Cl)c1	-4.6	-5.6	0.2	-1.5
N/C(=N\OC(=O)c1ccc([N+](=O)[O-])cc1)c1ccc(Br)cc1	20.2	0.6	0.0	-1.9
CSCCC(NS(=O)(=O)c1ccc(C)c(C(=O)O)c1)C(=O)O (configuration not stated)	14.3	-4.6	0.2	0.0
CN(c1ccc(Br)cc1)S(=O)(=O)c1ccc2[nH]cc(C(=O)NCCC3=CCCCC3)c(=O)c2c1	-1.6	-9.7	0.5	0.3
N#Cc1ccccc1OCC(=O)N/N=C/c1ccc(OC(=O)c2ccc([N+](=O)[O-])o2)cc1	-7.0	11.9	0.0	0.6
CCC(=O)N(C)C(Cc1ccc(F)cc1F)C1CCN(C(=O)c2snnc2C)CC1 (configuration not stated)	20.2	1.1	-0.1	0.1
CN(C)c1cccc(Nc2cc(NCCc3ccc(O)cc3)ncn2)c1	3.7	-1.0	-0.2	0.9
Nc1ncnc(Nc2ccc(Cl)cc2Cl)c1[N+](=O)[O-]	11.8	4.7	0.0	1.2
O=C(NCc1ccccc1F)C1CCCN(C(=O)Nc2ccc(F)cc2)C1 (configuration not stated)	-2.9	6.8	0.1	0.1
CC(=O)N1C(=O)/C(=c2/sc3n(c2=O)C(c2ccccc2)C(c2ccccc2)=NN=3)c2ccccc21 (configuration not stated)	-5.1	-6.2	0.0	0.8
CCn1c(SCCC(=O)O)nc2ccccc21	17.2	-10.1	0.1	0.1
COc1ccc(C2NC(=O)c3c(sc4c3CCC4)N2)cc1 (configuration not stated)	-22.6	-3.7	0.1	0.6
CCOC(=O)c1ccc(NC(=O)c2cc(Cl)sc2Cl)cc1	-2.4	-40.2	-0.1	1.5
CCSc1n[nH]c(=O)n1C1=C(C(=O)Nc2cccc(C)c2)C2(CCCCC2)Cc2ccccc21	-13.3	-2.0	0.0	0.6
O=S(=O)(N/N=C1\CC(c2ccccc2)Oc2ccccc21)c1ccccc1 (configuration not stated)	-12.7	16.3	2.7*	1.7
CCN(Cc1ccncc1)C(=O)C(CO)c1ccccc1 (configuration not stated)	17.9&0.8&-4.5&8.2&2.0	1.8&5.3	0.1&0.1&0.0&-0.2&-0.1	3.9&0.3&-0.5&0.2&-0.3
CCCCOc1ccc(C(=O)NCc2ccccc2OC)cc1	-11.9	1.4	0.1	1.4
COc1ccccc1N1C(=O)NC(=O)/C(=C/c2ccc(Br)s2)C1=O	3.7	-1.1	-0.2	1.3
COc1ccc(NC(=O)CSc2ncccn2)cc1	0.2	-28.4	0.5	-2.4
Cc1cc([N+](=O)[O-])nn1CC(=O)Nc1cccc(O)c1	9.5	-3.0	-0.1	2.0
CCCCC1=NN2C(=N)/C(=C/c3cc(Cl)c(OCc4ccccc4)c(OC)c3)C(=O)N=C2S1	2.1	6.0	1.0	1.8
CCCN1C(=O)C(NC(C)=O)c2cc(OC)ccc21 (configuration not stated)	6.8	7.1	0.0	1.2
CCN(CC)c1ccc(C2C(C(=O)OCCc3ccccc3)=C(C)NC3=C2C(=O)CCC3)cc1 (configuration not stated)	-14.2	2.6	0.1	1.3
O=C(O)CCCCCNC(=O)/C(=C\c1ccccc1)NC(=O)c1ccccc1	-1.3	-7.3	-0.1	0.4
COc1ccc(C(=O)Nc2ccon2)cc1S(=O)(=O)Nc1ccccc1	12.3	13.9	0.0	-0.4
CC(C)CCNc1nc2c(c(=O)[nH]c(=O)n2C)n1CCO	10.5	-1.9	0.0	0.2

(more compounds)
SMILES	MITF inh	TEAD-YAP block	FBW7 act	GPR151 ag
CCOC(=O)c1cnc2c(C)c(Cl)ccc2c1Nc1cccc([N+](=O)[O-])c1	-1.0	-9.2	-0.2	-0.3
CC1=C(c2ccc(C)cc2)S(=O)(=O)N=C1Nc1ccccc1C	0.5	-44.8	-0.1	3.0
c1csc(-c2nnc3ccccn23)c1	-2.4	0.9	-0.1	-0.1
COc1ccc(S(=O)(=O)NCC23CC4CC(CC(C4)C2)C3)cc1	-1.2	-6.2	0.1	-0.1
O=c1c2ccccc2nc2c3ccccc3c(SCc3ccco3)nn12	14.3	3.0	0.0	-0.3
O=C(Nn1nnc2ccccc2c1=O)c1ccc(F)cc1	0.7	-16.5	0.3	1.0
CN(C)CCCNS(=O)(=O)c1ccccc1	17.7	-2.2	0.5	-1.2
c1ccc(-c2nc(-c3ccncc3)cc(N3CCN(c4ccccn4)CC3)n2)cc1	8.4	4.5	0.5	-0.6
CC1C(=O)Nc2cc(S(C)(=O)=O)ccc2N1C(=O)c1ccc(Cl)cc1 (configuration not stated)	6.3	5.1	-0.2	-0.1
O=C(Nc1ccc2c(c1)C(=O)N(c1ccccc1)C2=O)c1cccc([N+](=O)[O-])c1	7.8	8.8	-0.1	-0.1

Exported with each value named: part of the list above.
O=C1Cc2ccccc2C(c2cccc(Cl)c2)N1 (configuration not stated)
  MITF inh: 12.2; TEAD-YAP block: 7.3; FBW7 act: 0.0; GPR151 ag: 1.0
COc1ccc(C(=O)Nc2ccon2)cc1S(=O)(=O)Nc1ccccc1
  MITF inh: 12.3; TEAD-YAP block: 13.9; FBW7 act: 0.0; GPR151 ag: -0.4
CCCCC[C@H](O)/C=C/[C@H]1CC[C@@H](O)[C@@H]1CCCCCCC(=O)O
  MITF inh: 2.0; TEAD-YAP block: .; FBW7 act: .; GPR151 ag: 0.9
CCC(=O)N1N=C(c2ccccc2)CC1c1cc2cc(OC)ccc2nc1Cl (configuration not stated)
  MITF inh: 3.2; TEAD-YAP block: 7.7; FBW7 act: -0.1; GPR151 ag: -0.8
